Bioassay records (PubChem BioAssay)
AmpC det inh: blocks E. coli AmpC beta-lactamase in presence of detergent; P00811; purified AmpC, nitrocefin hydrolysis with detergent; Potency, µM (doses to about 28.7 µM), for inactives: at the top dose activity change, negative = inhibition; 0.09% of 71,000 active; active means well fitted curve in the direction sought with a large enough effect
Target sequence (P00811 whole entry, looked up): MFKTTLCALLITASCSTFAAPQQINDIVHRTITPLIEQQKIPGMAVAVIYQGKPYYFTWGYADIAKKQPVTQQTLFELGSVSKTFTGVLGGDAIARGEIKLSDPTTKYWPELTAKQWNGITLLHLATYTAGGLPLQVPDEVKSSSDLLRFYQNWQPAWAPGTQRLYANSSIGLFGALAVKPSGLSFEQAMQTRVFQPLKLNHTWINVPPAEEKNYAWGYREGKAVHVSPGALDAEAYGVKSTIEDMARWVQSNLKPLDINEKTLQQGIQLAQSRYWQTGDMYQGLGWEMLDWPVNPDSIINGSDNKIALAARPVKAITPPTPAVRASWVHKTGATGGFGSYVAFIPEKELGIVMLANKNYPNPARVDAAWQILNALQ
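E. coli AmpC (5.3 nM) in 20 mM phosphate pH 7.0 with 0.01% Triton X-100, preincubated 15 min RT with compound; nitrocefin (2 uL of 800 uM stock) hydrolysis followed by 480 nm absorbance every 20 s over 4 min.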
The depositor's hits bear a star; & = joins results of further samples; [ ] = remark or other dose. On the % scale 0 is the no-effect control and ±100 the full control effect; potency means the concentration at half of the fitted maximal effect. An excerpt; rates above refer to the full screens.

SMILES | AmpC det inh
CC1CN(c2nc3c(c(=O)[nH]c(=O)n3C)n2Cc2ccccc2F)CC(C)O1 (stereo unspecified) | -3%
O=C(NCC(=O)N(c1ccccc1F)C(C(=O)NCC1CCCO1)c1ccccc1)c1ccco1 (stereo unspecified) | 9%
COCCn1c(SCC(=O)Nc2sc(C)c(C)c2C#N)nnc1-c1ccc(OC)cc1 | 4%
COc1ccccc1NC(=O)C1=C(C)Nc2nc(-c3cccs3)nn2C1c1cccnc1 (stereo unspecified) | 6%
COCCOc1ccc(C(F)(F)F)cc1NC(=O)COC(=O)c1c(C)noc1C | 2%
CNC(=O)Nc1ccccc1NC(=O)NC | -5%
COCCOC(=O)c1[nH]c2c(c1C)C(=O)CC(c1ccc(F)cc1)C2 (stereo unspecified) | 12%
O=C(O)c1cccnc1SC1CC(=O)N(c2cccc(C(F)(F)F)c2)C1=O (stereo unspecified) | 12%
Cn1c(Cn2c(=O)sc3ccccc32)nnc1SCC(=O)Nc1ccccc1 | 14%
COc1ccc(N2CC(C)Cn3c2nc2c3c(=O)[nH]c(=O)n2C)cc1 (stereo unspecified) | -2%
O=C(COc1ccc(C(=S)N2CCOCC2)cc1)N1CCCC1 | -3%
COc1ccccc1N1CCN(c2nc3ccccc3n3nnnc23)CC1 | 19%
CCOc1ccc(-n2c(SCC(=O)Nc3cc(C)on3)nc3c([nH]c4ccccc43)c2=O)cc1 | 14%
CC(C)c1ccc(C2CC(=O)N3CN(Cc4ccco4)CSC3=C2C#N)cc1 (stereo unspecified) | -2%
CCn1c(=O)cc(OCC(=O)Nc2cccnc2)c2ccccc21 | -4%
CCC(c1nnnn1CCc1ccccc1)N(Cc1ccco1)Cc1cc2cc(C)cc(C)c2[nH]c1=O (stereo unspecified) | 2%
CC(=O)N1c2c(cc(Br)cc2S(=O)(=O)NCc2cccnc2)CC1C (stereo unspecified) | -6%
Brc1cnc(N2CCOCC2)nc1N1CCCCC1 | -3%
COc1ccc(-c2nnc(SCC(=O)N3CCCC(C)C3)o2)c(OC)c1 (stereo unspecified) | 9%
COc1ccc(-c2noc(-c3ccc(Br)o3)n2)cc1OC | -2%
C=CCn1c(=O)c2ccccc2n2c(SCc3cc(=O)n4ccsc4n3)nnc12 | -1%
CC(c1ccccc1)N1CNc2c(c(=O)n(C)c(=O)n2C)C1 (stereo unspecified) | 7%
COc1ccc(C(=O)N(CN2CCCC2=O)c2nccs2)cc1OC | -1%
OC(COc1cccc2ccccc12)CN1CCN(c2ccccn2)CC1 (stereo unspecified) | 2%
c1ccc2c(CN3CCN(C4CCCCC4)CC3)c[nH]c2c1 | -6%

New compounds follow
SMILES | AmpC det inh
Cc1noc(C)c1S(=O)(=O)Nc1c(C)n(C)n(-c2ccccc2)c1=O | -5%
O=C1c2ccccc2C(=O)N1CCc1nn[nH]n1 | 12%
Cc1ccc(C(CC(=O)O)Nc2nc(N3CCCCC3)nc(N3CCCCC3)n2)cc1 (stereo unspecified) | -5%
Cc1cc(-c2nn3c(C)nnc3s2)ccc1NC(=O)C(C)(C)C | -4%
Cc1[nH]n(-c2ccc(S(=O)(=O)O)cc2)c(=O)c1N=Nc1ccccc1 | -5%[5.75 µM]
O=C(c1cc(-c2cccc(O)c2)on1)N1CCOCC1 | 8%
CCSc1ncc(Cl)c(C(=O)N(Cc2ccc(N(C)C)cc2)C2CCS(=O)(=O)C2)n1 (stereo unspecified) | -2%
CN1CCN(C(=O)C2C3C=CC(C3)C2C(=O)O)CC1 (stereo unspecified) | -13%
Cc1nc(N2CCOCC2)c2oc3ccccc3c2n1 | -4%
CCc1ccc(O)c(N=Cc2ccccc2O)c1 | 5%
Cc1cccc(N(C2C=CS(=O)(=O)C2)S(=O)(=O)c2ccccc2)c1 (stereo unspecified) | -2%
COCC(=O)Nc1nnc(C2CCCCC2)s1 | -2%
Cc1ccc(-c2nnn(CC(=O)N(Cc3ccccc3)C(C(=O)NC3CCCC3)c3ccncc3)n2)o1 (stereo unspecified) | 10%
CC12CN3CC(C)(CN(C1)C3c1ccc3ccccc3c1O)C2=O (stereo unspecified) | 1%
COc1ccc(OC)c(C2=C[N+](=O)C(C)(C)C(C)(C)N2[O-])c1 | -3%
CCNc1nc(Oc2ccc(=O)n(-c3ccccc3)n2)nc(N2CCOCC2)n1 | 5%
Cc1ccc(Cn2ccc(NC(=O)c3cc(-c4ccc(F)cc4)on3)n2)cc1 | 7%
COc1ccc(Nc2nc(C)cc(C)c2C#N)cc1 | -1%
Cn1c(C(=O)N2CCCC(C(=O)NCCc3ccccc3)C2)cc2sccc21 (stereo unspecified) | 8%
COc1ccccc1CNc1cc(-c2ccoc2)ncn1 | 7%
CCCC(=O)OCCNC(=O)c1cc2ccccc2oc1=O | 2%
CC(=O)NCCNc1nc(-c2cccc(NS(C)(=O)=O)c2)nc2ccccc12 | 9%
Cc1c(NC(=O)N2CCCCCC2)c(=O)n(-c2ccccc2)n1C | 18%
Cc1cc(C)c(NC(=O)c2cc3c(nc4sccn43)s2)c(C)c1 | -2%
Cc1ccc2nc(NC(=O)CN3CCOCC3)sc2c1 | -1%

A different layout for part of the listing above:
canonical_smiles,AmpC det inh
Cc1cc(-c2nn3c(C)nnc3s2)ccc1NC(=O)C(C)(C)C,-4%
Cc1[nH]n(-c2ccc(S(=O)(=O)O)cc2)c(=O)c1N=Nc1ccccc1,-5%[5.75 µM]
O=C(c1cc(-c2cccc(O)c2)on1)N1CCOCC1,8%
CCSc1ncc(Cl)c(C(=O)N(Cc2ccc(N(C)C)cc2)C2CCS(=O)(=O)C2)n1 (stereo unspecified),-2%
CN1CCN(C(=O)C2C3C=CC(C3)C2C(=O)O)CC1 (stereo unspecified),-13%
Cc1nc(N2CCOCC2)c2oc3ccccc3c2n1,-4%
CCc1ccc(O)c(N=Cc2ccccc2O)c1,5%
Cc1cccc(N(C2C=CS(=O)(=O)C2)S(=O)(=O)c2ccccc2)c1 (stereo unspecified),-2%
COCC(=O)Nc1nnc(C2CCCCC2)s1,-2%
Cc1ccc(-c2nnn(CC(=O)N(Cc3ccccc3)C(C(=O)NC3CCCC3)c3ccncc3)n2)o1 (stereo unspecified),10%
CC12CN3CC(C)(CN(C1)C3c1ccc3ccccc3c1O)C2=O (stereo unspecified),1%
COc1ccc(OC)c(C2=C[N+](=O)C(C)(C)C(C)(C)N2[O-])c1,-3%
CCNc1nc(Oc2ccc(=O)n(-c3ccccc3)n2)nc(N2CCOCC2)n1,5%
Cc1ccc(Cn2ccc(NC(=O)c3cc(-c4ccc(F)cc4)on3)n2)cc1,7%
COc1ccc(Nc2nc(C)cc(C)c2C#N)cc1,-1%
Cn1c(C(=O)N2CCCC(C(=O)NCCc3ccccc3)C2)cc2sccc21 (stereo unspecified),8%

2 of these compounds, set out differently.
molecule	AmpC det inh
CC12CN3CC(C)(CN(C1)C3c1ccc3ccccc3c1O)C2=O (stereo unspecified)	1%
Cc1ccc(C(CC(=O)O)Nc2nc(N3CCCCC3)nc(N3CCCCC3)n2)cc1 (stereo unspecified)	-5%

Further entries
SMILES | AmpC det inh
CCn1c(SCC(=O)c2ccccc2)nnc1-c1cc2cc(Br)ccc2o1 | -3%
COc1ccc(C(=O)Nc2ccccc2)cc1[N+](=O)[O-] | 8%
CC(=O)NC(Cc1c[nH]c2ccccc12)C(=O)OCC(=O)Nc1ccc2c(c1)OCO2 (stereo unspecified) | -6%
CCOc1ccc(NS(=O)(=O)c2ccc(SC)cc2)cc1 | -7%
Cc1ccc(SCc2cc(=O)[nH]c(N3CCN(Cc4ccc5c(c4)OCO5)CC3)n2)cc1 | -7%
CCOC(=O)c1cnc2c(C(=O)OC)cccc2c1NCCN1CCOCC1 | -1%
COC(=O)c1ccc(Oc2nc(C)cc(Oc3ccccc3)n2)cc1 | -6%
CCCC[C@@H]1C[C@H]1C(NC(=O)c1ccccc1)c1ccc(C(F)(F)F)cc1 (stereo partly specified) | 22%
CCNc1ncc2nc(-c3cccc(C#N)c3)c(=O)n(Cc3cccc(OC)c3)c2n1 | -2%
CCC(C)N(CCNC(=O)CC1Oc2ccc(C)cc2NC1=O)C1CCCCC1 (stereo unspecified) | 8%
CCCCOCC(O)CN1CCN(C(C)=O)CC1 (stereo unspecified) | 21%
O=C(c1ccc(CNc2c(N3CCOCC3)c(=O)c2=O)cc1)N1CC=C(c2ccccc2)CC1 | 7%
COc1ccc(C(=O)CSc2nnc(-c3ccco3)n2C)cc1 | -1%
Cc1ccc(N2C(=O)CC(=O)NC2=O)cc1 | -3%
CCn1c(C)nc2cc(C(=O)n3cc(C(=O)c4cc(F)ccc4O)cn3)ccc21 | -9%
COc1ccc(N2C(=O)C3CCCN3C2c2cccc(OC)c2)cc1 (stereo unspecified) | 7%
CCOC(=O)C1CCN(C(=O)Nc2ccc(Cl)cc2Cl)CC1 | -4%
COc1ccc(-n2nnc3c(=O)n(Cc4cccc(C)c4)cnc32)cc1 | -2%
O=C(CSC1=NCCS1)N1CCOCC1 | -1%
CC(=O)Nc1cccc(-c2nc3ccccc3c(=O)o2)c1 | -7%
O=C(CSc1nnc2scc(-c3ccc(F)cc3)n12)NCc1ccco1 | 11%
CC(C)(C=O)Cc1cc(C(C)(C)C)c(O)c(C(C)(C)C)c1 | -4%&-1%
NC(=O)CN1CCCC1=O | -3%[12.8 µM]
CCOC(=O)c1[nH]c(C)c(C(=O)NCc2ccc(C)cc2)c1C | 10%
COc1ccc(OC)c(NC(=O)Cc2nn(C)c(=O)c3ccccc23)c1 | -3%

Remaining list, next part
SMILES | AmpC det inh
Cc1cc(NC(=O)COC(=O)c2c(C)nn(Cc3ccccc3)c2Cl)no1 | 12%
COc1c[nH]n(C2CCCCC2)c(=O)c1=O | 0%
CC(=O)NC(c1ccccc1)c1nc2ccccc2[nH]1 (stereo unspecified) | -2%
Cc1cccc(C(=O)OCc2cc3ccccc3[nH]c2=O)c1 | -3%
Cc1oc(-c2ccc(Cl)cc2)nc1CN1CCCC(C(=O)N2CCc3ccccc32)C1 (stereo unspecified) | -1%
Clc1cc2c(c(Cn3cnc4ccccc43)c1)OCOC2 | -5%
CC1(C)C(=O)N(CCN2CCC(C(=O)c3ccc(F)cc3)CC2)c2ccccc21 | 2%
CCCc1nc2ccccc2c(=O)n1/N=C/c1c(C)[nH]n(-c2ccc(C)cc2)c1=O | -5%
O=C(CSc1nnc(-c2cccnc2)n1Cc1ccco1)Nc1nc(-c2ccc(F)cc2)cs1 | 10%
CCOC(=O)[C@H](N)/C=C(\C)CP(=O)(O)O | -1%
CS(=O)(=O)c1ccc(CNC(=O)[C@@H]2C[C@H]2[C@@H](NP(=O)(c2ccccc2)c2ccccc2)c2ccccc2)cc1 | -8%
Cc1cc(NC2C3CC4CC(C3)CC2C4)n2ncnc2n1 (stereo unspecified) | -4%
COc1ccc(CCNC(=O)C2CCCN(Cc3nc(-c4cccc(Cl)c4)oc3C)C2)cc1OC (stereo unspecified) | -5%
NC(=O)c1cc(N)ccc1N1CCCC1 | -4%
CCN(C(=O)c1cc2cc3ccc(C)cc3nc2o1)c1ccc(OC)cc1 | -1%
CCN1C(=O)c2cccc3c(S(=O)(=O)NC(Cc4c[nH]c5ccccc45)C(=O)O)ccc1c23 (stereo unspecified) | -8%
Cc1onc(-c2c(F)cccc2Cl)c1C(=O)N[C@H]1C(=O)N2[C@H]1SC(C)(C)[C@H]2C(=O)O | 0.002µM*
C[C@@]12CC[C@@H]3c4ccc(O)cc4C[C@H](CCCCCCCCCS(=O)CCCC(F)(F)C(F)(F)F)[C@H]3[C@@H]1CC[C@@H]2O (stereo partly specified) | 1%
Cn1cccc1C(=O)N1CCC2(CC1)CN(C(=O)Nc1cccc(F)c1)C2 | 0%
CCOC(=O)N1CCN(CC(=O)Nc2ccc(C)c(Br)c2)CC1 | -4%
Cc1cccc(NC(=O)CC(C)(C)C)c1 | -5%
COC(=O)c1sc2ccccc2c1N | 4%
CCCc1cc(=O)[nH]c(SCC(=O)N2CCN(S(=O)(=O)c3ccc(C)cc3)C2)n1 | 11%
CCCCNC(=O)CN1CCC2(O)CCCCC2C1c1ccccc1OC (stereo unspecified) | 2%
COC(=O)c1ccc(CSc2ncnc3ccccc23)o1 | 9%

Next results
SMILES | AmpC det inh
CSc1ccc(C2C(C#N)=C(N)N(c3ccccc3)C3=C2C(=O)CCC3)cc1 (stereo unspecified) | 0%
Cn1c(=O)[nH]c(=O)c2c1nc(N1CCNCC1)n2Cc1cccc2ccccc12 | -1%
CCN(CC(=O)NCc1ccc(F)cc1)CC(O)COCc1cccc(OC)c1 (stereo unspecified) | -3%
Cn1nc(C(=O)Nc2ccc(S(=O)(=O)N3CCCCC3)cc2)ccc1=O | -3%
CC(C)C(c1nnnn1Cc1cccs1)N1CCN(c2ccccc2)CC1 (stereo unspecified) | 2%
N=c1n(Cc2ccccc2)c2ccccc2n1CC(O)COc1ccccc1 (stereo unspecified) | -9%
O=C(CN1CCN(Cc2ccccc2Cl)C1=O)NC1CCCCCCC1 | -2%
CCOc1ccc(N(CC(=O)NCc2cccs2)S(=O)(=O)c2c(C)noc2C)cc1 | 6%
NC(=O)C1CCN(C(=O)c2cc3n(n2)C(C(F)(F)F)CC(c2ccco2)N3)CC1 (stereo unspecified) | 9%
c1ccc2c(CN3CCCCCCC3)c[nH]c2c1 | 7%
COc1ccc(N2CCN(Cc3nc4c(c(=O)[nH]c(=O)n4C)n3CC(C)=O)CC2)cc1 | 14%
O=C(NCC(=O)N(c1ccc(F)cc1)C(C(=O)NCC1CCCO1)c1ccccc1)c1ccco1 (stereo unspecified) | 1%
N#Cc1nc(Cc2cccc3ccccc23)oc1NCc1ccc2c(c1)OCO2 | -5%
COc1ccccc1N(CC(=O)Nc1ccc(F)c(F)c1)S(C)(=O)=O | -3%
Cc1ccc(OCC(=O)Nc2ccc3c(c2)nc(CCN2CCOCC2)n3C)cc1 | -4%
CCCNc1nc2c(c(=O)[nH]c(=O)n2C)n1CCc1ccccc1 | 14%
Nn1c(SCC(=O)Nc2ccc3c(c2)OCO3)nnc1C1CC1 | 9%
